PAFAH2 inh – PAFAH2 enzyme inhibitors, primary screen, biochemical, fluorescence polarization, human | Platelet-activating factor acetylhydrolase 2, cytoplasmic (Homo sapiens), Q99487 | recombinant PAFAH2, FP-rhodamine activity probe | inhibition, % at 3.39 µM | hit rate 0.99% among 340,000 | AID 492956, 2010;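 active = inhibition above the mean over all tested compounds plus 3 SD, cut at about 30% in these data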;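 also: inhibitors block probe labeling of enzyme so polarization drops; 0% = enzyme with DMSO and 100% = wells lacking PAFAH2 protein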
PREPL inh – PREPL enzyme inhibitors, primary screen, biochemical, fluorescence polarization | Prolyl endopeptidase-like (Homo sapiens), Q4J6C6 | recombinant PREPL, fluorescence polarization activity-based probe | inhibition, % at 5.96 µM | hit rate 0.68% among 320,000; in the data active = inhibition above about 43%;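 also: 0% = enzyme with DMSO and 100% = wells lacking enzyme; many of its hits are not listed in these tables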
Target sequence (Q4J6C6 whole entry, looked up): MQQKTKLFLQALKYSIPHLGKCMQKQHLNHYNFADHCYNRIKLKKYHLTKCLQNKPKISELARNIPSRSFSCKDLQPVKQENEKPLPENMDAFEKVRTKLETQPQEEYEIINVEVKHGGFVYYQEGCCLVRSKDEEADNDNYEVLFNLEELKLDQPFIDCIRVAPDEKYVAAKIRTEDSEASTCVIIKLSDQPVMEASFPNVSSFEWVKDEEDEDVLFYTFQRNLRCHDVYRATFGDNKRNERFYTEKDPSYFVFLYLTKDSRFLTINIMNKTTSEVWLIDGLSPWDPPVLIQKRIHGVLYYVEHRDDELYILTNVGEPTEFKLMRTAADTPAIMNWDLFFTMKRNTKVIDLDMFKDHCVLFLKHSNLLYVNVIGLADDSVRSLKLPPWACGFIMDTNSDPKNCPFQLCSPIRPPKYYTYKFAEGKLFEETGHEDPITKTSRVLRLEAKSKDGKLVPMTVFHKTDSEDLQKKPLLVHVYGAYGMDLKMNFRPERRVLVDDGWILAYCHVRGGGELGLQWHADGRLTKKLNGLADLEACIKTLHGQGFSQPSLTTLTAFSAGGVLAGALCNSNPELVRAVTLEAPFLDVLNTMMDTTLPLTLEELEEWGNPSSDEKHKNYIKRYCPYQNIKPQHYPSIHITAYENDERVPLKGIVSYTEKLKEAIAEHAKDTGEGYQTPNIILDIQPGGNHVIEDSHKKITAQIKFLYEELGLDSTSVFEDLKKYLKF
LYPLA1 counter – LYPLA1 inhibitors, primary screen, counter-screen for PME1 inhibitor project, biochemical, fluorescence polarization, FP-Rh probe ABPP | Acyl-protein thioesterase 1 (Homo sapiens), O75608 | recombinant LYPLA1 | inhibition, % at 5.9 µM | hit rate 0.16% among 320,000;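 active = inhibition above the mean of all tested compounds plus 3 SD, set per campaign, cut at about 14% in these data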;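 also: inhibitors block serine hydrolase probe labeling of LYPLA1 so polarization falls; 0% = enzyme with DMSO and 100% = wells lacking LYPLA1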
PAFAH1B3 FP inh – PAFAH1B3 enzyme inhibitors, primary screen, biochemical, fluorescence polarization, human. Platelet-activating factor acetylhydrolase IB subunit alpha1 (Homo sapiens), Q15102. recombinant PAFAH1B3, FP-rhodamine probe. inhibition, % at 3.39 µM. hit rate 0.28% among 340,000. AID 492972, 2010;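 active = inhibition above the screen-wide average of all tested compounds plus 3 SD, cut at about 25% in these data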;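 also: 0% = enzyme with DMSO only and 100% = wells lacking PAFAH1B3 protein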
EBNA-1 inh – EBNA-1 DNA-binding inhibitors, primary screen, biochemical, fluorescence polarization; inhibition, % at 14.8 µM; hit rate 0.34% among 300,000; AID 1950, 2009; in the data active = inhibition above about 28%
ZTA counter – blocks Epstein-Barr virus ZTA, an EBNA-1 counter-screen | inhibition, % at 11 µM | hit rate 0.15% among 320,000 | ZTA-DNA binding, fluorescence polarization; in the data active = inhibition above about 33%
Target sequence (P03206 whole entry, looked up): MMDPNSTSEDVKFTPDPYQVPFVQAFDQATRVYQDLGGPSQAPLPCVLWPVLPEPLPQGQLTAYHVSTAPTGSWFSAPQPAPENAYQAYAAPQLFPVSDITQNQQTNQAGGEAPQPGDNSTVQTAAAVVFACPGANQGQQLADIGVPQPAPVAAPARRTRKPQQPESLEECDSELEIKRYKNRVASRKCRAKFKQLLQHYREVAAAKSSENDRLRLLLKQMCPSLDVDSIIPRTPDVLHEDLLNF
GSTO1 inh – inhibitors of recombinant GSTO1, primary screen, counter-screen for RBBP9 inhibitor project, biochemical, fluorescence polarization | Glutathione S-transferase omega-1 (Homo sapiens), P78417 | activity-based probe fluorescence polarization | inhibition, % at 5.96 µM | hit rate 1.1% among 300,000;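 active = inhibition above the campaign mean inhibition plus 3 SD, cut at about 35% in these data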;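 also: 0% = GSTO1-1 with DMSO and 100% = wells lacking GSTO1-1 enzyme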
LYPLA2 inh – LYPLA2 inhibitors, primary screen, counter-screen for PME1 inhibitor project, biochemical, fluorescence polarization, FP-Rh probe ABPP | Acyl-protein thioesterase 2 (Homo sapiens), O95372 | inhibition, % at 5.9 µM | recombinant LYPLA2 | hit rate 0.38% among 320,000;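 active = inhibition above the screen-wide mean plus 3 SD, limit set per campaign, cut at about 26% in these data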;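 also: 0% = LYPLA2 with DMSO and 100% = wells lacking LYPLA2 enzyme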
PAD4 inh – human PAD4 inhibitors, primary screen, biochemical, fluorescence polarization, 1536-well format; Protein-arginine deiminase type-4 (Homo sapiens), Q9UM07; recombinant PAD4, RCA probe fluorescence polarization; hit rate 0.41% among 330,000; inhibition, % at 6.36 µM;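 active = percent inhibition above a cutoff equal to the mean of all tested compounds plus 3 SD, cut at about 15% in these data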;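 also: 0% = PAD4 with RCA probe and DMSO and 100% = probe without PAD4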
An asterisk follows results filed as active; . = no result given.

SMILES	PAFAH2 inh	PREPL inh	LYPLA1 counter	PAFAH1B3 FP inh	EBNA-1 inh	ZTA counter	GSTO1 inh	LYPLA2 inh	PAD4 inh
O=C(N/N=C/c1ccsc1)c1ccc2ccccc2n1	3.2	4.7	-0.4	11.1	-8.0	-3.4	1.1	-0.5	-1.6
O=C(c1ccc(COc2ccccc2[N+](=O)[O-])o1)N1CCCCCC1	2.2	7.2	2.9	-2.4	-7.3	-9.8	2.1	7.0	-5.4
CN(CC(=O)Nc1ccc(F)cc1)C(=O)CN1C(=O)c2cccc([N+](=O)[O-])c2C1=O	6.8	-0.2	-3.9	12.2	.	14.2	.	-1.0	-2.8
Cc1cccn2cc(-c3ccccc3)nc12	-1.7	9.2	0.9	-0.9	-1.9	-8.4	4.6	-5.3	-1.0
COc1ccccc1/C=C\C(=O)NCC(=O)N/N=C(/C)c1cccc([N+](=O)[O-])c1	-5.4	10.9	-1.8	-1.1	1.4	5.8	6.7	-5.1	0.3
CCn1c(C)cc(/C=C2/NC(=O)N(CC(=O)Nc3cccc(C)c3)C2=O)c1C	-5.9	20.6	-7.9	7.0	1.6	16.9	28.1	2.7	-0.6
O=C(Cc1ccccc1)NN1C(=O)C2C3C=CC(C3)C2C1=O (stereo not drawn)	-2.8	-5.0	-1.3	5.0	-2.2	10.1	1.9	-3.3	-5.7
O=C(NC(=S)Nc1ccc(N2CCCCC2)cc1)c1ccc2c(c1)OCCO2	2.8	7.5	0.1	11.7	10.6	-4.2	-0.9	0.1	-2.9
O=C(CSc1nc2ccccc2n1Cc1ccccc1)N/N=C/c1ccco1	3.1	-23.8	-1.3	9.8	-3.4	-0.5	0.5	-0.5	2.3
Cc1ccnc(NC(=O)CS(=O)(=O)c2ccccc2)c1	-2.8	-6.7	0.8	-8.4	1.4	-12.0	0.6	1.1	2.0
Cc1nnc(SCC(=O)NCc2ccco2)n1-c1ccccc1	4.5	-3.6	1.0	6.2	-2.5	12.4	0.3	-0.8	0.6
CCCOC(=O)Nc1sc2c(c1C(N)=O)CCCC2	-1.1	-0.4	-0.2	3.4	-4.1	-2.2	7.7	-5.0	-3.3
COC(=O)c1ccccc1S(=O)(=O)N1CCC(C(=O)NCC2CCCO2)CC1 (stereo not drawn)	-3.1	-2.3	3.5	5.1	-2.0	-14.2	7.6	3.4	0.9
COc1ccc(N2CCN(C(CNS(=O)(=O)c3cc(F)ccc3F)c3cccnc3)CC2)cc1 (stereo not drawn)	4.2	22.7	1.1	2.6	-4.8	4.1	-4.7	-0.2	-2.2
CCCNC(=O)COC(=O)c1ccc(OCC(=O)Nc2ccccc2OC)c(OC)c1	51.4*	-7.5	-0.5	-6.0	-1.3	28.8	3.2	-2.6	-4.0
COc1ccccc1-c1nn(-c2ccccc2)cc1C(=O)N1CCN(C(=O)c2ccco2)CC1	-0.5	1.3	3.2	7.0	.	-4.3	.	0.8	-2.6
CN(C)CC/C=C1/c2ccccc2CS(=O)(=O)c2ccccc21	3.2	5.0	2.1	3.7	-3.1	-16.1	0.6	3.0	-0.2
CCN1C(=O)c2ccccc2Sc2ccc(C(=O)O)cc21	1.7	12.4	-7.2	1.0	6.4	1.2	3.7	0.7	5.3
Cc1c(C)n(CC(O)CN2CCN(C)CC2)c2ccccc12 (stereo not drawn)	2.8	8.7	-3.5	4.1	1.9	14.9	5.7	3.1	-1.2
CCOC(=O)c1cc(C(=O)OCC)c(=O)[nH]c1SCc1ccccc1	1.1	11.5	3.0	10.2	-4.5	-8.1	-14.5	3.2	-1.4
O=C(COC(=O)[C@@H]1CC(O)CN1S(=O)(=O)c1ccc2c(c1)OCCO2)Nc1cc(F)ccc1F (stereo partly drawn)	15.2	5.0	.	-1.7	.	.	.	.	-2.8
COc1ccc(N2CCN(C(=O)c3ccc(C)c(NC(=O)C4=C(C)OCCS4)c3)CC2)cc1	1.2	5.0	0.6	0.7	-7.9	2.7	3.6	1.5	0.0
COC(=O)CN=C1OC(=O)N2C(=O)C3=C4[C@@H](C[C@H]5C(=O)N(c6ccccc6)C(=O)[C@H]5[C@H]4[C@@]12Cc1ccccc1)[C@H]1C(=O)N(c2ccccc2)C(=O)[C@H]1[C@H]3C	-0.1	-1.8	-2.0	3.9	4.5	-31.9	4.4	-2.5	2.0
Cc1nnc(SC(C)C#N)n1-c1ccccc1 (stereo not drawn)	6.6	2.2	3.2	0.7	-2.5	17.1	-8.4	1.9	-1.1
CCCCCCCCCS(=O)(=O)Nc1cc(C)ccn1	7.5	3.3	4.7	4.7	-1.5	-11.3	7.6	19.0	0.0
CCCC(O)(CCN1CCOCC1)c1ccc(Cl)cc1 (stereo not drawn)	-6.3	-14.8	-3.8	4.7	-9.3	-1.5	6.2	-7.7	-5.0
O=C(O)c1ncn(Cc2ccc(Br)cc2)c1C(=O)O	8.5	-2.2	2.5	7.9	4.0	12.0	2.7	7.3	-1.4
CCOc1ncccc1C(=O)N1CCCSC1=Nc1ccccc1OC	4.2	5.0	-0.9	-3.4	10.8	22.2	-0.2	-2.6	-5.2
Cc1cccc(NC(=S)N(CCN(C)C)Cc2cccs2)c1	4.0	2.8	3.2	8.4	-9.9	-17.8	-6.2	7.0	1.5
CC(=O)Nc1ccc(C(=O)OCC(=O)N(c2ccccc2)C2CCS(=O)(=O)C2)cc1 (stereo not drawn)	-1.4	23.9	0.4	2.2	.	6.5	.	-1.1	-1.1
O=C(COC(=O)c1cnc(Cl)c(Cl)c1)Nc1cccc(S(=O)(=O)N2CCOCC2)c1	3.0	14.6	.	8.1	.	.	.	.	0.1
OCCC1CN(Cc2ccccc2-c2ccco2)CCN1Cc1ccsc1 (stereo not drawn)	-0.3	-0.1	0.1	4.0	-5.4	-1.3	-2.3	-6.3	-2.3
CC(=O)N1CCCc2cc(S(=O)(=O)N3CCN(C4CCCCC4)CC3)ccc21	-5.6	9.8	1.5	-0.7	-2.4	-6.3	9.1	4.0	3.9
COc1ccccc1Nc1cc(C)nc2c(C)ccc([N+](=O)[O-])c12	-2.2	9.3	-0.6	7.1	-2.4	7.5	3.1	7.1	-22.3
COCCn1c(SCC(=O)NC2CCCCC2)nnc1-c1ccncc1	2.4	7.5	2.1	4.0	1.9	0.2	1.5	-2.6	-3.0
CCOC(=O)N1CCN(Cc2ccc(O)c3ncccc23)CC1	.	2.2	0.6	.	1.7	-8.8	-10.5	2.5	-3.4
CC(C)c1cc(C(=O)Nc2ccc3c(c2)OCO3)no1	9.4	1.8	0.1	-1.8	-5.6	1.6	5.1	1.4	-4.7
C=CCSC(CC)(CC)C(N)=O	1.6	8.9	6.5	2.5	-0.6	-16.6	1.3	6.8	6.1
O=S(=O)(N/N=C/c1ccc(N2CCOCC2)cc1)c1ccc(Br)cc1	1.6	-4.3	1.3	6.5	3.5	-10.3	-10.8	5.0	-1.1
CC(C)COc1ccc(C(=O)Nc2ncn[nH]2)cc1	2.9	1.9	-0.8	4.8	-3.8	-1.8	-4.8	-2.5	-3.0
CCOC(=O)Cc1csc(NC(=O)c2cc(C)cc(C)c2)n1	-1.2	2.7	1.5	7.2	4.2	3.2	-4.6	1.5	-6.2
COC(=O)c1cn(CC(=O)N2C(C)CCCC2C)c2ccccc12 (stereo not drawn)	-12.7	1.1	1.7	1.2	-4.2	6.6	3.6	-0.1	4.9
CC(c1nnc(SCC(=O)Nc2ccc3[nH]c(=O)[nH]c3c2)n1Cc1ccccc1)N(C)C (stereo not drawn)	4.4	5.4	-2.5	0.8	-1.2	-0.8	-10.4	2.7	-7.0
CCCCN(C)C(=O)CCC(=O)NNc1nc2ccccc2c2nc(C)nn12	4.1	3.4	-3.0	4.8	8.0	3.9	-0.2	-1.7	0.2
Cc1nc2nc(C)c(NS(=O)(=O)c3ccc(Cl)s3)c(=O)n2[nH]1	9.1	-1.2	-2.3	9.8	-19.4	4.7	-11.4	-0.2	-6.4

Just LYPLA2 inh, EBNA-1 inh and PREPL inh, for two of the compounds above:
| Compound | LYPLA2 inh | EBNA-1 inh | PREPL inh |
| --- | --- | --- | --- |
| CCOC(=O)N1CCN(Cc2ccc(O)c3ncccc23)CC1 | 2.5 | 1.7 | 2.2 |
| CC(C)c1cc(C(=O)Nc2ccc3c(c2)OCO3)no1 | 1.4 | -5.6 | 1.8 |

Additional structures follow.
SMILES	PAFAH2 inh	PREPL inh	LYPLA1 counter	PAFAH1B3 FP inh	EBNA-1 inh	ZTA counter	GSTO1 inh	LYPLA2 inh	PAD4 inh
O=C1C2C3c4ccccc4C(c4ccccc43)C2C(=O)N1CN1CCOCC1 (stereo not drawn)	7.9	-6.0	-1.0	5.8	-5.0	0.5	0.6	1.7	-5.3
Cn1nc(NC(=O)C(C)(C)C)c2c(F)cccc21	2.2	6.4	-1.7	-4.4	11.3	13.6	-8.6	-2.4	2.0
COc1ccc(C(=O)CC(=O)c2ccccc2)cc1	.	2.3	-5.9	.	15.1	7.8	-2.4	-3.2	-3.1
CN(C)CCCN1C(=O)C(O)=C(C(=O)c2cccs2)C1c1cccc([N+](=O)[O-])c1 (stereo not drawn)	.	-4.0	-0.6	.	-0.3	-13.5	3.2	2.1	2.3
CCc1ccc2nc(N(CCCN(C)C)C(=O)c3ccc4c(c3)OCCO4)sc2c1	-4.3	-20.5	-3.8	9.9	5.2	13.7	3.4	-0.5	0.1
CCCn1c(-c2cccs2)nc2ccccc21	2.7	9.6	0.1	7.5	-9.5	6.8	-11.8	-1.7	-4.8
CCOc1cc(OCC)cc(C(=O)Nc2cccc(C(C)=O)c2)c1	4.3	-5.4	-1.7	7.5	-5.0	-8.2	-1.1	-4.8	-1.9
O=C(c1ccco1)N1CCN(Cc2cc(=O)c(OCc3ccccc3)co2)CC1	4.4	5.2	2.8	-3.8	-3.1	-15.2	-3.6	3.5	-3.4
O=C(COC(=O)C1CCCCC1)Nc1cc([N+](=O)[O-])ccc1F	48.9*	9.2	-1.2	12.2	-2.6	7.0	14.4	-0.7	-2.5
O=C(c1ccccn1)c1cc2ccccc2n1S(=O)(=O)c1ccccc1	3.7	-5.6	-4.3	6.6	1.0	0.9	0.8	-1.5	0.7
Cc1ccc(S(=O)(=O)N(C)C)cc1NC(=O)COc1cccc(-n2cnnn2)c1	-1.4	6.8	0.8	-2.1	.	5.9	.	-0.2	4.9
O=[N+]([O-])c1cccc(/C=N/n2cnnc2)c1	-2.1	5.0	-1.2	-0.9	3.5	-7.4	6.1	1.7	-2.0
CC(C(=O)NCCN1CCOCC1)(c1ccccc1)c1ccccc1	4.9	-7.9	-0.4	4.6	4.3	9.7	-1.1	-4.6	-2.5
CCCC(C(=O)NC1CCCC1)N(Cc1ccccc1Cl)C(=O)c1snc(C(N)=O)c1N (stereo not drawn)	-5.1	-1.8	-2.6	4.8	-0.3	17.6	-0.4	2.7	-0.7
Cc1ccc(N2CC(C(=O)OCC(=O)c3ccc(C)c([N+](=O)[O-])c3)CC2=O)cc1 (stereo not drawn)	-0.8	6.7	0.8	4.3	9.1	16.7	4.7	7.2	-5.2
CC(C(O)c1cc(=O)c(OCc2ccccc2)co1)[N+](=O)[O-] (stereo not drawn)	-4.9	0.2	1.9	0.9	-1.0	-4.6	10.8	-0.7	4.2

Bioassay records deposited in PubChem by The Scripps Research Institute Molecular Screening Center.

An excerpt. The share of hits here may be higher or lower than overall.
